KKLEB tox = cytotoxicity in KKLEB CF airway cells, primary screen, cytotoxicity control for CF NF-kB inhibitor project, cell-based, uHTS, fluorescence assay plates | 360,000 tested, 0.36% active | activity change (cytotoxicity), % at 5 µM | KKLEB CF airway cells viability, ATPlite luminescence, overnight; hits give low values; cells stimulated with P. aeruginosa culture filtrate;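 active means corrected activity change at or below -50% at 5 µM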
SRC2 inh = inhibition of GAL4-SRC2 driven luciferase reporter, primary screen, SRC2 inhibitor project, cell-based, luminescence. 370,000 tested, 0.17% active. inhibition, % at 9 µM. Nuclear receptor coactivator 2 (Homo sapiens), Q15596. HEK293 GAL4-SRC2 luciferase reporter;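 active means inhibition above the mean inhibition of all tested compounds plus 3 SD, set per campaign, cut at about 52% in these data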;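 further: 0% = DMSO treated cells and 100% = cells given Gossypol at 36 µM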
TWEAK-Fn14 inh = inhibitors of TWEAK-Fn14 signaling, primary screen, luciferase reporter cells, uHTS; inhibition, % at 10 µM; 360,000 tested, 2% active; AID 1159606, 2016; TWEAK-stimulated Fn14 reporter cells, luciferase luminescence, 8 h; in the data active means inhibition above about 50%
TROY NFkB inh = inhibitors of TROY-driven NF-kB signaling, primary screen, Q293 LMP1-TROYcd cells, NF-kB luciferase, uHTS; Q293 LMP1-TROYcd NF-kB luciferase reporter, 4 h; inhibition, % at 10 µM; 360,000 tested, 0.98% active;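 active means compounds whose plate-normalised and pattern-corrected inhibition of the luciferase reporter signal at the single screening dose is 50% or more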
CF NFkB inh = inhibitors of PAF-induced NF-kB signaling, primary screen, cell-based, GFP fluorescence, uHTS; AID 588850, 2011; inhibition, % at 5 µM; KKLEB NF-kB-GFP reporter, GFP fluorescence overnight; 360,000 tested, 0.86% active;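 active means at least 50% inhibition at 5 µM, scaled per plate between neutral and stimulator controls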;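 further: PAF is a Pseudomonas aeruginosa culture filtrate used as stimulus; plate controls were PAF-stimulated DMSO wells for no effect and unstimulated DMSO wells for full effect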
COUP-TFII inh = NR2F2 transcriptional activity inhibitors, primary screen, cell-based, luciferase reporter, HEK293T, luminescence; COUP transcription factor 2 (Homo sapiens), P24468; HEK293T NGFI-A luciferase reporter; inhibition, % at 8.6 µM; 370,000 tested, 0.7% active;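 active means inhibition above a per-plate cutoff, mean inhibition of test wells between control levels plus 3 SD, cut at about 38% in these data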;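 further: cells cotransfected with COUP-TFII expression vector driving the NGFI-A reporter; 0% = median of COUP-TF2 test wells and 100% = reporter-only cells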
Target sequence (P24468 whole entry, looked up): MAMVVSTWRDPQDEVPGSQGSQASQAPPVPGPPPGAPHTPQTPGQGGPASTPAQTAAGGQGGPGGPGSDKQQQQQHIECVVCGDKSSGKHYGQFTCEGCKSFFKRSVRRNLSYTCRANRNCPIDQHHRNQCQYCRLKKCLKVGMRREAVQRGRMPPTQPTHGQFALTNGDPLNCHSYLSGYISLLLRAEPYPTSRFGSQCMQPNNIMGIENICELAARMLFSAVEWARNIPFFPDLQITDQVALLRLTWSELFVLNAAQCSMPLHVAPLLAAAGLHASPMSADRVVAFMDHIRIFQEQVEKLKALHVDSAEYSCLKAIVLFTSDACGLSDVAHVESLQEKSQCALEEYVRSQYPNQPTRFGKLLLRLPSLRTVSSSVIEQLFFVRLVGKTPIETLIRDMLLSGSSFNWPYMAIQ
LMP1 NFkB inh = EBV LMP1-driven NF-kappaB luciferase reporter inhibitors, primary screen, cell-based, luminescence, single point; inhibition, % at 12.5 µM; 350,000 tested, 0.69% active; LMP1-induced NF-kappaB luciferase reporter cells; in the data active means inhibition above about 41%;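 further: 0% = neutral control wells and 100% = reference inhibitor control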
SRC3 inh = SRC3 coactivator transcriptional activity inhibitors, primary screen, cell-based, luminescence. inhibition, % at 3.6 µM. Nuclear receptor coactivator 3 (Homo sapiens), Q9Y6Q9. 360,000 tested, 0.17% active. HEK293 GAL4-SRC3 luciferase reporter;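 active means inhibition above a per-campaign cutoff, the mean of all compounds plus 3 SD, cut at about 60% in these data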;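 further: 0% = DMSO-treated cells and 100% = gossypol-treated cells at 36 µM; higher means less SRC3-driven luciferase light from the GAL4 reporter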
NCOA1 inh = SRC1 coactivator transcriptional activity inhibitors, primary screen, cell-based, luminescence | HEK293 GAL4-SRC1 luciferase reporter | inhibition, % at 3.6 µM | 360,000 tested, 0.12% active;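 active means inhibition above the campaign mean plus 3 SD, with each screening campaign given its own cutoff, cut at about 60% in these data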;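 further: 0% = DMSO treated cells and 100% = gossypol at 36 µM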
TRAIL sens C8 = viability loss with TRAIL in NB7+C8 cells, primary screen, TRAIL sensitizer project, cell-based, ATPlite luminescence; inhibition (viability loss, TRAIL sensitization), % at 10 µM; 360,000 tested, 1% active; AID 624354, 2012;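 active means compounds causing at least 50% loss of cell viability in the single-dose screen, relative to plate controls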
NR5A2 inv ag = LRH-1 (NR5A2) inverse agonists, primary screen, cell-based, luminescence, HEK293T, StAR-luciferase reporter; Nuclear receptor subfamily 5 group A member 2 (Homo sapiens), O00482; LRH-1 transfected, 24 h; inhibition, % at 3.6 µM; 360,000 tested, 0.13% active;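 active means inhibition above the mean inhibition of all tested compounds plus 3 SD, cut at about 73% in these data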;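 further: 0% = DMSO wells and 100% = reporter-only cells lacking LRH-1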
Target sequence (O00482 whole entry, looked up): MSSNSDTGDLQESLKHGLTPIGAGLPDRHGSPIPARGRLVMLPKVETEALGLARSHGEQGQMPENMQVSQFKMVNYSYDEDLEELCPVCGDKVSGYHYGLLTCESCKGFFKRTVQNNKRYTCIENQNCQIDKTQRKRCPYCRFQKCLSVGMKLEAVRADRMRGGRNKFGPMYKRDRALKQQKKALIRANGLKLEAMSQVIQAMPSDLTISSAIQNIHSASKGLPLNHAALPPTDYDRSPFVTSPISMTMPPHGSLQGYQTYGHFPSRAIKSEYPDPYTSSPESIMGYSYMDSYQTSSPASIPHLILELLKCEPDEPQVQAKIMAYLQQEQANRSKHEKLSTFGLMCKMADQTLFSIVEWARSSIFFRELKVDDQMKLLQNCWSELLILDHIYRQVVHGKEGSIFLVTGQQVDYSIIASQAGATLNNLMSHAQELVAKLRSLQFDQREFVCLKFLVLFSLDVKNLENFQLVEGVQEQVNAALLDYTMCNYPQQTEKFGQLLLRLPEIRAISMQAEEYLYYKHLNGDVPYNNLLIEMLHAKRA
* = called active by the depositor; / = no result given.

SMILES	KKLEB tox	SRC2 inh	TWEAK-Fn14 inh	TROY NFkB inh	CF NFkB inh	COUP-TFII inh	LMP1 NFkB inh	SRC3 inh	NCOA1 inh	TRAIL sens C8	NR5A2 inv ag
CN(C)c1ccc(CNC(=O)CCS(=O)(=O)c2ccc3c(c2)n(C)c(=O)c(=O)n3C)cc1	-2	/	-6	4	-6	/	0	-24	0	-13	-6
COc1cc(CC(=O)NC2CCCc3ccccc32)cc(OC)c1OC (stereo unspecified)	4	-20	-1	-2	13	9	-6	11	-2	0	7
O=C(O)COc1ccccc1/C=N/NC(=O)CN1CCN(Cc2ccccc2Cl)CC1	-9	25	-18	0	7	8	-3	-12	7	-3	8
CC(CCc1ccccn1)C(=O)C(C)CCc1ccccn1 (stereo unspecified)	-8	7	13	-2	7	25	4	0	7	7	-3
CC1(C)CC(CC(=O)O)CC(C)(C)N1	-26	1	7	0	10	-3	-1	16	4	-10	18
NC(=O)C1CC2(C1)CC(C(N)=O)C2 (stereo unspecified)	9	7	-16	-11	4	-11	/	-15	11	0	22
CC1=C(C(=O)N2CCOCC2)CC(CC(=O)NCCCCc2ccccc2)C(=O)N1Cc1ccc(C(C)(C)C)cc1 (stereo unspecified)	-9	40	9	-15	-5	7	6	19	-28	0	4
Cc1noc(C)c1COC(=O)Cn1c(C)nc2ccccc21	6	-4	-13	-9	-12	-4	3	9	5	8	16
COc1ccc(-c2nc3ccccn3c2NCc2ccc3c(c2)OCO3)cc1	-9	-45	-7	-53	4	-34	-14	-43	-82	21	-37
S=C(NCCc1ccccc1)Nc1ccccc1Cl	0	-4	-22	-17	-1	5	8	-1	-10	-4	-20
CCOCCCN(C(=O)CCC(=O)Nc1cc(C)on1)C(C(=O)NC(C)(C)CC)c1cccc(OC)c1OC (stereo unspecified)	4	7	-2	-17	-1	4	-5	11	7	5	8
CCOC(=O)C1CCN(C(c2ccccn2)c2c(C)[nH]c3ccccc23)CC1 (stereo unspecified)	-3	-11	1	8	31	10	-2	8	-12	-7	-33
COc1ccc(NS(=O)(=O)c2cc(NC(=O)Cc3cccs3)ccc2C)cc1	2	23	94*	82*	9	16	-5	5	5	-14	12
CC(C)CNC(=O)c1cnn2c(C(F)(F)F)cc(C(F)(F)F)nc12	7	4	5	11	-1	1	/	5	-11	2	0
CC(=O)c1c(C)[nH]c(C(=O)Nc2ccc(F)c(F)c2F)c1C	1	-1	-12	-23	-23	-5	-1	1	-19	-19	-9
CCOC(=O)C1CCCN(C(=O)c2oc3ccccc3c2C)CC1 (stereo unspecified)	5	11	2	-5	-24	6	/	-3	-18	-1	11
CC1=C(C(=O)N(C)C)CC(CC(=O)NCc2cccs2)C(=O)N1Cc1ccc(F)cc1 (stereo unspecified)	3	20	-2	7	-14	-13	/	-24	-2	13	-7
C=CCSc1nc2sc(C)c(C)c2c(=O)n1N	6	-5	18	19	-11	-20	4	-13	-1	-16	2
O=C(CN1CCN(c2ccccc2O)CC1)NC(=O)NCc1ccco1	8	7	5	-4	-1	8	-8	-4	16	-12	1
C=CCSc1nc2c(cnn2-c2ccc(C)c(C)c2)c(=O)[nH]1	9	4	7	-19	-5	7	-5	-1	-5	-2	-9

Three entries from above, ordered by number of heavy atoms, smallest number first:
SMILES	KKLEB tox	SRC2 inh	TWEAK-Fn14 inh	TROY NFkB inh	CF NFkB inh	COUP-TFII inh	LMP1 NFkB inh	SRC3 inh	NCOA1 inh	TRAIL sens C8	NR5A2 inv ag
C=CCSc1nc2sc(C)c(C)c2c(=O)n1N	6	-5	18	19	-11	-20	4	-13	-1	-16	2
CC(CCc1ccccn1)C(=O)C(C)CCc1ccccn1 (stereo unspecified)	-8	7	13	-2	7	25	4	0	7	7	-3
CC1=C(C(=O)N2CCOCC2)CC(CC(=O)NCCCCc2ccccc2)C(=O)N1Cc1ccc(C(C)(C)C)cc1 (stereo unspecified)	-9	40	9	-15	-5	7	6	19	-28	0	4

(list continues)
SMILES	KKLEB tox	SRC2 inh	TWEAK-Fn14 inh	TROY NFkB inh	CF NFkB inh	COUP-TFII inh	LMP1 NFkB inh	SRC3 inh	NCOA1 inh	TRAIL sens C8	NR5A2 inv ag
CC(OC(=O)CCC1CCCCC1)C(=O)Nc1ccc(S(N)(=O)=O)cc1 (stereo unspecified)	10	4	-8	-6	-10	1	7	24	-9	4	19
Nc1nccc(-c2cccs2)n1	-8	-10	-5	24	9	16	1	-6	-9	-2	1
Cc1ccc(F)c(NC(=S)Nc2cccc3ccccc23)c1	-1	3	8	28	5	7	6	-7	-12	18	13
Cc1cc(=O)[nH]c(SCC(=O)c2ccc(C(C)C)cc2)n1	-4	-9	-31	7	-5	-14	-8	-43	-40	3	-51
Cc1ccc(CC(=O)N2CCN(c3cccc(C(F)(F)F)c3)CC2)cc1	2	1	-2	12	12	-5	8	5	-1	-6	-2
CCCSc1nnc(-c2c[nH]c3ccccc23)n1C	8	-9	6	-46	-6	-22	-3	-49	-40	18	-37
O=C(NN1C(=O)C2C3C=CC(C4CC34)C2C1=O)c1ccc(Cl)cc1Cl (stereo unspecified)	-2	10	-14	2	6	6	-5	1	6	-10	24
COc1ccc(/C=N/N2C(=O)CSC2=S)cc1Br	-3	14	-7	-30	-2	6	-5	-6	-20	4	6
CCOC(=O)C1=NNC(C(=O)c2ccc(C)cc2)C1c1ccc(OC)cc1 (stereo unspecified)	-4	-17	72*	6	-4	14	4	-10	7	4	-29
CCN(CC(=O)NCc1ccc(F)cc1)CC(=O)NC1CCCC1	9	-2	-1	12	14	1	2	-5	-10	9	13
O=C(O)c1cc2nc(-c3ccc(F)cc3)cc(C(F)(F)F)n2n1	0	-6	11	-16	-2	0	18	9	-6	10	-8
Cc1[nH][nH]c(=O)c1C(c1ccc(-c2ccc(C(=O)O)cc2)o1)c1c(C)[nH][nH]c1=O	13	22	10	0	6	20	-5	20	-22	1	-10
CCOc1cc(S(=O)(=O)N2CCCC2)c(C)cc1C	-3	0	5	7	21	-13	-2	-7	1	-7	-22
CC(=O)OCC(=O)C1CCC2C3CCC4=CC(=O)C=CC4(C)C3CCC12C (stereo unspecified)	13	10	-11	1	8	4	15	-28	-4	8	21
COc1ccc(NC2CCCN(C(=O)c3ccc(C(C)=O)s3)C2)cc1 (stereo unspecified)	21	-6	0	0	-1	9	-1	4	-1	13	-12
Cc1cccc(NC(=S)N(Cc2cccs2)Cc2cc3cc(C)ccc3[nH]c2=O)c1	-16	-12	44	14	9	-4	8	19	1	14	13
COC(=O)COc1cccc(NC(=O)c2ccccc2)c1	-1	-3	0	-23	8	15	-6	4	5	-17	0
CCC(C)(C)n1nnnc1C(c1ccncc1)N1CCC(C)CC1 (stereo unspecified)	-12	-7	-12	22	-3	-1	-7	-3	10	-3	-9
COc1ccc(OC)c(NC(=O)CSc2nnc(-c3ccncc3)s2)c1	2	6	-9	-10	-35	3	-2	9	-1	-19	-8
CCC(C)c1ccc(OCCN2CCCC2)cc1 (stereo unspecified)	-7	-4	-14	-8	8	-12	-1	-1	-1	1	10
O=C1COc2ccc(C(=O)C[n+]3cccc(O)c3)cc2N1	3	9	24	-15	0	1	0	24	14	-1	9
COc1ccccc1OCCSc1ncnc2nc[nH]c12	-9	19	2	-5	7	-8	7	12	-21	1	3
NC(=NCc1ccccc1)NN=Cc1ccnc2ccccc12	-2	3	-17	-2	3	19	/	-11	6	16	-36
CCC(c1c(C)n(C)n(-c2ccccc2)c1=O)c1c(C)n(C)n(-c2ccccc2)c1=O	2	2	0	6	2	-5	1	-2	3	10	-1
C[C@H](CO)N1C[C@H](C)[C@H](CN(C)S(=O)(=O)c2ccc(Cl)cc2)OCc2ccccc2-c2c(n(C)c3ccccc23)C1=O	-6	-18	62*	24	86*	7	2	8	15	25	10
Cc1ccc(S(=O)(=O)N(C)C)cc1NC(=O)COC(=O)/C=C/c1cccs1	-4	23	-7	-18	-2	12	1	17	-45	-11	1
COc1ccccc1S(=O)(=O)NCc1ccc(C(=O)NC2CCC(O)CC2)cc1 (stereo unspecified)	-10	-28	-29	-9	-9	5	-4	2	10	-8	17
CN1CCN(S(=O)(=O)c2cccc(C(=O)Nc3cccc([N+](=O)[O-])c3)c2)CC1	8	-1	-2	-6	5	3	2	4	-14	-20	8
Cc1ccc(Nc2nc(-c3cccnc3)nc3ccccc23)cc1	8	2	42	18	-27	11	6	27	12	31	56
COc1ccc(OCC(=O)N2CCN(S(=O)(=O)c3ccc4c(c3)OCCO4)CC2)cc1	-25	22	9	-4	1	-3	-4	14	4	-18	7
CCOc1ccc(N2C(=O)C3C(C2=O)C3(c2ccccc2)c2ccccc2)cc1 (stereo unspecified)	-1	10	39	5	-3	6	-10	13	9	15	22
Cc1cc(-c2n[nH]c(=S)n2/N=C/c2ccccc2[N+](=O)[O-])n[nH]1	6	20	22	-5	0	0	9	10	5	3	12
O=c1ccc(C(F)(F)F)cn1Cc1cc(=O)n2ccsc2n1	-3	1	-6	11	-6	15	7	8	-12	-10	-12
O=C(CCc1ccc(S(=O)(=O)N2CCOCC2)cc1)OCc1nc2ccccc2s1	-1	2	-8	15	-13	-20	-28	-14	-31	8	2
COC(=O)c1ccc(/C=N/Nc2nc(-c3ccc(C)cc3)cs2)cc1	11	/	-18	-18	-6	/	0	11	8	3	9
O=C(c1cnn2c(C(F)F)cc(C3CC3)nc12)N1CCc2ccccc2C1	2	-4	2	-2	10	-9	-2	10	7	10	-8
Fc1ccccc1/C=C1\CCCC2=C1NC(=S)NC2c1ccccc1F (stereo unspecified)	3	11	19	3	-15	-8	0	-8	-9	0	-18
COc1ccc(S(=O)(=O)NCCSCc2cccc(C)c2)cc1Br	4	-11	-2	-1	-1	4	4	-3	-1	1	-3
Cc1[nH]c2ccccc2c1CC#N	1	4	-17	5	-12	-16	4	26	13	-3	14
CN1CCN(c2ccc(Cl)cc2NC(=O)C2COc3ccccc3O2)CC1 (stereo unspecified)	-16	-31	23	20	10	-6	-12	-2	-12	-2	3
Cc1nnc(SCC(=O)NCc2ccc3c(c2)OCO3)s1	-8	-3	20	8	-9	-5	1	3	14	-19	-21
O=C(CN1CCN(c2ccc(Cl)cc2)CC1)c1ccc2c(c1)OCO2	-24	-46	-17	-22	-14	15	-3	10	10	-9	18
S=C(Nc1ccccc1)Nc1cccc(Cl)c1Cl	-4	-1	-10	25	-2	19	-1	14	9	-6	15
O=C(Cn1ncc2c1-c1ccccc1OC2)N1CCc2ccccc21	-4	-13	-3	1	-9	-10	3	-2	-6	-1	-15
O=C(NCc1ccc(F)cc1F)Nc1cnccc1C(F)(F)F	1	-6	-4	-14	21	28	-4	-4	5	-5	-4
Cc1ccc(S(=O)(=O)Nc2cc(C(=O)NCCN3CCCC3)ccc2N2CCCCC2)cc1	6	1	15	-8	-13	2	-19	13	7	0	-30

Bioassay records as filed in PubChem.
